# From PubChem BioAssay
# CHRM5 agonist = CHRM5 agonism in calcium assay. CHO-K1 hM5 cells, Fluo-8 calcium fluorescence; 0% DMSO wells, 100% maximal acetylcholine response. 360,000 tested, 0.19% active. P08912. activation, % at 3 µM;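 active = activation above the run's mean over test compounds plus 3 SD, cut at about 23% in these data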;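 note: signal is peak over basal fluorescence ratio across the kinetic read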
# Target sequence (P08912 whole entry, looked up): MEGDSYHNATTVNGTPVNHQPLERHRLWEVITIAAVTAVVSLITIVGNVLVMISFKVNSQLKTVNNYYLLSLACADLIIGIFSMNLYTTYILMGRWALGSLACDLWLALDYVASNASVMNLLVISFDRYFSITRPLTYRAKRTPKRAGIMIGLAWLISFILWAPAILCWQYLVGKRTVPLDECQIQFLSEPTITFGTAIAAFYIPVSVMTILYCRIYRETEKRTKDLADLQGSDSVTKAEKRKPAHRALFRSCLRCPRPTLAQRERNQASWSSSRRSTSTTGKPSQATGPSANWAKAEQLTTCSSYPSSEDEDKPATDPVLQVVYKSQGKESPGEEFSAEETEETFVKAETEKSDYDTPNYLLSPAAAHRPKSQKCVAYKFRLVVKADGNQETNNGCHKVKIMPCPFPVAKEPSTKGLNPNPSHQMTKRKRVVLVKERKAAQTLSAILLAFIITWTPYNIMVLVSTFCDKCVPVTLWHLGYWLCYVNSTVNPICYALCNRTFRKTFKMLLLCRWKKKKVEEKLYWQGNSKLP
# CHO-K1 Ca antag = counter-screen for M1 antagonists: effect in parental CHO-K1 cells; inhibition, % at 3 µM; AID 602250; ATP-induced calcium, Fluo-8 fluorescence; 360,000 tested, 0.6% active;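 active = inhibition above a per-plate cutoff, the plate's mean sample inhibition plus 3 SD, cut at about 24% in these data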;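 note: 0% = DMSO plus EC80 ATP and 100% = DMSO alone without ATP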
# M4 PAM = CHRM4 positive allosteric modulation | CHO-K1 hM4/Gqi5, Fluo-8 calcium fluorescence, ACh EC20; 0% = ACh EC20, 100% = maximal ACh | activation, % at 3 µM | 360,000 tested, 0.4% active;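 active = activation above its plate's cutoff, the mean activation of sample wells plus 3 SD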; note: some results filed as inactive read as strong as hits
# Target sequence (P08173 whole entry, looked up): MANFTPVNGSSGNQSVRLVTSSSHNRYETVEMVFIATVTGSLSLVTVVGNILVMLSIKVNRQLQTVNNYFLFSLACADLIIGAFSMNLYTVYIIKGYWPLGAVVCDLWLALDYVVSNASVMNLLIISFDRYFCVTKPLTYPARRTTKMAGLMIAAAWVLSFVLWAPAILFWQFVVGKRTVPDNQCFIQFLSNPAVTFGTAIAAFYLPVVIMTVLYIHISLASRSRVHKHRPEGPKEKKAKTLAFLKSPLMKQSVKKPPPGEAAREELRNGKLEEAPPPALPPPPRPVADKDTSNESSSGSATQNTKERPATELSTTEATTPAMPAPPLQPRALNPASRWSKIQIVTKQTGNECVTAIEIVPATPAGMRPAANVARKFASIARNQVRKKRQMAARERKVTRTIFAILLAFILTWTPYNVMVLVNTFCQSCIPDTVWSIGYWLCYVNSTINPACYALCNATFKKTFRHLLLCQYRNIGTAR
# M4 antag = blocks acetylcholine activation of human M4 receptor. CHO-hM4 cells, ACh EC80, Fluo-8 calcium fluorescence. 360,000 tested, 0.73% active. inhibition, % at 3 µM. P08173;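 active = inhibition above its plate's cutoff, the mean inhibition of sample wells plus 3 SD, cut at about 27% in these data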;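 note: 0% = acetylcholine EC80 with DMSO and 100% = DMSO without agonist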
# CHO-K1 Ca ag = M1 agonist counterscreen hit in parental CHO-K1 cells; AID 602248; activation, % at 3 µM; Fluo-8 calcium fluorescence; scaled to maximal ATP response, vehicle zero; 360,000 tested, 0.48% active; in the data active = activation above about 15%;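 note: untransfected CHO-K1 host cells lacking M1 receptor as counterscreen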
# CHRM5 antagonist = CHRM5 antagonism in calcium assay; P08912; CHO-hM5 cells, Fluo-8 calcium fluorescence, ACh EC80; inhibition, % at 3 µM; 360,000 tested, 0.59% active;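 active = inhibition above a per-plate cutoff, the mean of that plate's test compounds plus 3 SD, cut at about 27% in these data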;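 note: 0% = acetylcholine EC80 with DMSO and 100% = DMSO without agonist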
# M4 ag = agonists of human muscarinic M4 receptor (CHRM4); activation, % at 3 µM; 360,000 tested, 0.14% active; CHO-K1 hM4/Gqi5, Fluo-8 calcium fluorescence; vehicle 0%, full acetylcholine response 100%; P08173;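 active = activation above the run mean over all test wells plus 3 SD, cut at about 32% in these data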;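 note: peak over basal fluorescence ratio per well then scaled between controls; 0% = DMSO wells and 100% = acetylcholine at EC100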
# CHRM5 PAM = positive allosteric modulators of human muscarinic M5 receptor; P08912; AID 624038; activation, % at 3 µM; CHO-K1 hM5, Fluo-8 calcium, ACh EC20 PAM; 0% = ACh EC20, 100% = ACh EC100; 360,000 tested, 0.3% active;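 active = activation above the run cutoff, the mean activation of all test compounds plus 3 SD, cut at about 18% in these data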
#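 Measured by: Fluo-8 calcium fluorescence; material: human M5 receptor in CHO-K1 cells; schedule: Post-acetylcholine fluorescence recording 140 s; benchmarks: low control EC20 acetylcholine (0%), high control EC100 acetylcholine (100%); read-out: Max/basal fluorescence ratio as % of EC20–EC100 ACh window; compound: single dose, 3 µM nominal final test concentration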
# CHO-K1 Ca PAM = counter-screen for M1 PAMs: effect in parental CHO-K1 cells | ATP EC20, Fluo-8 calcium fluorescence; 0% at ATP EC20, 100% at ATP max | activation, % at 3 µM | 360,000 tested, 0.02% active | AID 602247;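 active = activation above the run cutoff, the mean activation of all test compounds plus 3 SD, cut at about 40% in these data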;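 note: peak over basal fluorescence ratio in a 140 s read after ATP addition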
# Active calls of the source: *.
SMILES	CHRM5 agonist	CHO-K1 Ca antag	M4 PAM	M4 antag	CHO-K1 Ca ag	CHRM5 antagonist	M4 ag	CHRM5 PAM	CHO-K1 Ca PAM
O=C(Nc1ccc(-c2cn3ccsc3n2)cc1)C1COc2ccccc2O1 (centres undefined)	7	7	-9	0	8.1	8	14	-14	6
COc1cc(Cc2cc(N)nc(N)n2)cc(OC)c1OC	-7	-13	3	3	2.1	-4	1	5	16
Cc1nn(Cc2ccccc2)c(C)c1/C=N/NC(=O)CNc1cccc(C(F)(F)F)c1	-1	-2	0	4	0.2	-11	3	3	13
COc1ccc(C(=O)NC(=S)Nc2ccccc2N2CCCCC2)cc1[N+](=O)[O-]	-3	-10	1	-4	-0.3	-8	0	1	17
Cc1cc(C)cc(NC(=O)CCNS(=O)(=O)c2cc(Br)cnc2N)c1	-6	-8	-3	1	3.3	16	4	-3	7
Cc1cc2oc(=O)cc(CSc3nc(N)cc(N)n3)c2cc1C	0	-2	13	3	0.8	1	3	1	9
NS(=O)(=O)c1ccc(NC(=S)Nc2ccc(S(=O)(=O)Nc3nccs3)cc2)cc1	2	-10	6	-8	1.3	-9	1	8	17
O=C(NCCNS(=O)(=O)c1ccccc1Cl)c1cc(OCC(F)(F)F)ccc1OCC(F)(F)F	0	-8	-5	2	2.2	4	9	-6	12
CCNC(=O)N1CCCC(C(=O)c2ccc(C(F)(F)F)cc2)C1 (centres undefined)	3	-1	-3	-5	0.8	0	1	4	3
COc1ccccc1/C=C1\Cc2ccccc2C1=O	-2	-2	5	-1	1.9	2	-2	-2	3
Cc1ccc(/C=N/NC(=O)c2nnn(-c3nonc3N)c2CSc2ccccc2)cc1	0	9	4	5	0.6	4	1	4	-25
CCOc1ccc(CCNC(=O)COC(=O)c2cc(OC)cc(OC)c2)cc1OCC	2	-9	2	-1	1.1	7	4	-1	10
COc1ccc(N2C(=O)CC(N3CCN(C(=O)c4ccco4)CC3)C2=O)cc1 (centres undefined)	-2	-9	0	-8	0.5	5	1	-1	22
O=C1NC(c2cccc([N+](=O)[O-])c2)=CCN1c1ccccc1O	-2	-14	0	-10	4.7	0	1	5	20
O=C(c1ccc(Cl)c(S(=O)(=O)N2CCCC2)c1)N1CCCC(C(F)(F)F)C1 (centres undefined)	4	-7	12	-3	1.6	3	2	-2	17
CCN1c2ccccc2NC2N=C(OC)C(c3ccccc3)C21 (centres undefined)	2	-7	-9	6	3.9	9	4	-3	18
O=C(c1ccccc1)N1CCN(S(=O)(=O)c2cccc(NS(=O)(=O)c3ccccc3)c2)CC1	2	-7	0	-6	5.3	-3	7	3	19
Cc1[nH]nc2c1/C(=N/O)CC(c1ccccc1)C2 (centres undefined)	1	-1	4	5	1.0	2	1	-2	15
CCN(C(=O)COC(=O)c1ccco1)c1c(N)n(Cc2ccccc2)c(=O)[nH]c1=O	2	-17	-4	0	0.9	3	0	1	8
Cc1ccc(S(=O)(=O)N2c3ccccc3OCC2C(C)(C)C)cc1 (centres undefined)	12	-11	-3	-4	-0.1	-12	-1	21*	-12

# Retrieved by compound from the list above:
SMILES	CHRM5 agonist	CHO-K1 Ca antag	M4 PAM	M4 antag	CHO-K1 Ca ag	CHRM5 antagonist	M4 ag	CHRM5 PAM	CHO-K1 Ca PAM
Cc1ccc(/C=N/NC(=O)c2nnn(-c3nonc3N)c2CSc2ccccc2)cc1	0	9	4	5	0.6	4	1	4	-25
CCOc1ccc(CCNC(=O)COC(=O)c2cc(OC)cc(OC)c2)cc1OCC	2	-9	2	-1	1.1	7	4	-1	10
COc1ccccc1/C=C1\Cc2ccccc2C1=O	-2	-2	5	-1	1.9	2	-2	-2	3

# New compounds follow:
SMILES	CHRM5 agonist	CHO-K1 Ca antag	M4 PAM	M4 antag	CHO-K1 Ca ag	CHRM5 antagonist	M4 ag	CHRM5 PAM	CHO-K1 Ca PAM
COc1ccc(CN(CC2CCC(C(=O)O)CC2)C(=S)Nc2cc(C)ccc2C)cc1 (centres undefined)	5	-13	0	3	1.4	5	0	3	23
CCCCCC(=O)N1C[C@@H](O)[C@H](n2cc(-c3ccc(F)cc3)nn2)C[C@@H]1c1ccc(C)cc1	0	-4	2	-17	0.4	7	3	3	6
CCOc1cc(/C=N/n2c(C)nnc2C)ccc1O	2	-6	0	-9	7.9	5	0	1	19
CC(=O)n1c2ccccc2c2c1c1ccccc1n2C	-6	-5	13	-8	-0.1	-6	0	2	16
O=C(NNC(=O)c1ccc(Br)s1)c1csc(N2CCOCC2)n1	4	-5	-4	2	-0.7	7	0	-17	-21
COc1ccc(CCN(Cc2cc3ccc(C)cc3n3nnnc23)C(C)=O)cc1OC	-4	3	-6	-8	1.2	-12	3	-3	9
O=C(COc1ccc(F)cc1Br)Nc1ccccc1N1CCOCC1	-3	-6	-7	-18	0.8	2	16	-17	7
COc1cc2cc(Br)cc(Br)c2nc1C	-14	-2	-1	-14	-0.1	-6	-1	3	17
NC(=S)Nc1ccc(F)c(F)c1F	1	-12	-7	-10	0.6	11	1	2	23
Cc1cc(C)n(-c2cccc(Cl)c2C#N)n1	-1	-13	3	-5	0.1	8	0	-2	0
CC(C)(C)NC(=O)CN(C(=O)C1CSC(=O)C1)c1ccc2c(c1)OCCO2 (centres undefined)	1	5	-5	9	0.1	4	-1	0	-12
O=C(COC(=O)c1cccs1)Nc1cccc(S(=O)(=O)N2CCOCC2)c1	0	0	-3	-15	0.1	-11	7	-6	6
O=C(NCc1cccc(Cl)c1)c1cccc(S(=O)(=O)N2CCCCC2)c1	0	2	-4	-2	1.3	4	1	-3	-23
CC(C)Oc1ccc(C(=O)Nc2cc(=O)n(C)c(=O)n2C)cc1	1	-7	6	-10	0.6	2	3	-1	22
COc1ccc(-c2cc(C(=O)OC3CCOC3=O)c3ccccc3n2)cc1OC (centres undefined)	0	9	-4	1	1.3	-3	7	-7	-6
CCCN(CCC)CC(O)COc1ccc([N+](=O)[O-])cc1 (centres undefined)	-2	-1	-2	-7	0.1	-7	0	6	3
C=CCn1c(Oc2ccc(C(=O)OC)cc2)nc2c1c(=O)n(C)c(=O)n2C	0	-5	4	1	0.5	0	0	1	16
Cc1ccc(S(=O)(=O)N2CCCC(C(=O)NCc3ccco3)C2)cc1Cl (centres undefined)	-2	-11	-1	3	0.6	2	1	-3	-11
O=C(c1cccs1)N1CCCC(c2nc(-c3ccc(F)cc3)no2)C1 (centres undefined)	2	-7	-1	11	2.9	3	2	-6	0
CN(CCCNC(=O)c1ccc(/C=N/O)nc1)CCCN(C)Cc1ccccc1	-5	21	-4	11	0.1	-7	1	-2	-7
O=C(C[C@H]1C(=O)N(Cc2ccccc2)C[C@@H]1Cc1ccccc1)Nc1ccc(Br)cc1	1	2	2	-3	0.6	9	0	-3	12
O=C(O)c1ccc(-c2ccc(/C=c3/sc4nc5ccccc5n4c3=O)o2)cc1Cl	-2	-1	-2	7	0.3	11	1	-4	-5
COc1ccccc1N(C(=O)CNC(=O)c1ccco1)C(C(=O)NCC1CCCO1)c1ccccc1 (centres undefined)	2	-17	-7	3	1.2	9	2	-3	1
O=C(OCC(=O)c1ccc(Br)s1)c1ccc(O)cc1	4	-12	8	1	2.1	5	-1	-3	15
CCC(=O)Oc1ccc(C/C(=N\O)c2ccc(O)cc2O)o1	6	-14	12	-11	2.3	-10	0	3	13
COc1ccc(Br)cc1/C=N/NC(=O)c1cccnc1	-1	10	1	-5	0.8	-4	3	0	9
Cc1ccc(NC(=O)Nc2cc(Cl)ccc2C2COC(=O)C2=N)cc1 (centres undefined)	-3	-23	11	-17	0.6	1	2	4	28
CCn1c(=S)sc2nc(C)sc21	-2	-7	3	9	0.3	-3	0	1	14
CC1(C)CC2(CCO1)CNC(=O)O2 (centres undefined)	2	-14	16	4	0.8	-9	0	4	16
CCOc1ccccc1N=Cc1c(O)c2ccccc2oc1=O	1	-8	0	3	0.6	5	2	-2	15
COC(=O)C1=CN(Cc2ccc(C)cc2)C=C(C(=O)OC)C1c1cc(OC)c(OC)c(OC)c1	4	-15	-3	5	0.7	1	-1	3	23
CCN(CC)S(=O)(=O)c1cccc(C(=O)OC2CC(C)OC2=O)c1 (centres undefined)	-3	-5	12	-25	0.4	-6	4	-1	13
Cc1cc(NC(=O)CS(=O)(=O)c2ccc(Cl)cc2)no1	-4	-27	-1	-21	1.1	-1	-1	-1	15
C=CCN(CC=C)CC(O)Cn1c2ccccc2c2ccccc21 (centres undefined)	-3	-9	-2	6	4.5	9	1	-2	18
O=C(O)COCc1nc2ccccc2[nH]1	-2	-5	-5	10	0.4	5	0	-5	8
Cn1c2c(c(=O)n(C)c1=O)CN(Cc1ccco1)CN2	1	-8	8	0	0.1	-4	1	0	12
COc1ccc(Nc2ncnc3c2oc2ccccc23)cc1	-6	-16	9	-2	0.9	-2	1	9	28
COC(=O)c1ccc(/C=C/c2c(-c3ccsc3)oc3ccc(N4CCOCC4)cc23)cc1	0	-7	2	16	-0.2	6	1	7	4
Cc1nn(-c2ccccc2)c(C)c1/C=C/C(=O)OCC(=O)Nc1ncc(Cl)cc1Cl	-3	-15	4	4	1.3	-1	1	2	26
Cc1c(C#N)c(NC(=O)CCl)n(Cc2ccc(F)cc2)c1C	-1	-17	2	-3	0.9	8	1	2	6
O=C(COC(=O)c1cccs1)Nc1cccc(S(=O)(=O)N2CCCCC2)c1	9	-2	-4	-14	4.0	-7	12	-11	-1

# Filtered by structure, the compounds so far containing a CF3 group.
SMILES	CHRM5 agonist	CHO-K1 Ca antag	M4 PAM	M4 antag	CHO-K1 Ca ag	CHRM5 antagonist	M4 ag	CHRM5 PAM	CHO-K1 Ca PAM
Cc1nn(Cc2ccccc2)c(C)c1/C=N/NC(=O)CNc1cccc(C(F)(F)F)c1	-1	-2	0	4	0.2	-11	3	3	13
O=C(NCCNS(=O)(=O)c1ccccc1Cl)c1cc(OCC(F)(F)F)ccc1OCC(F)(F)F	0	-8	-5	2	2.2	4	9	-6	12
CCNC(=O)N1CCCC(C(=O)c2ccc(C(F)(F)F)cc2)C1 (centres undefined)	3	-1	-3	-5	0.8	0	1	4	3
O=C(c1ccc(Cl)c(S(=O)(=O)N2CCCC2)c1)N1CCCC(C(F)(F)F)C1 (centres undefined)	4	-7	12	-3	1.6	3	2	-2	17

# Entries of single compounds from above. Screens in order: CHRM5 agonist, CHO-K1 Ca antag, M4 PAM, M4 antag, CHO-K1 Ca ag, CHRM5 antagonist, M4 ag, CHRM5 PAM, CHO-K1 Ca PAM
# O=C(O)c1ccc(-c2ccc(/C=c3/sc4nc5ccccc5n4c3=O)o2)cc1Cl is listed as -2, -1, -2, 7, 0.3, 11, 1, -4, -5
# O=C(c1ccccc1)N1CCN(S(=O)(=O)c2cccc(NS(=O)(=O)c3ccccc3)c2)CC1 is listed as 2, -7, 0, -6, 5.3, -3, 7, 3, 19
# CC(C)(C)NC(=O)CN(C(=O)C1CSC(=O)C1)c1ccc2c(c1)OCCO2 (centres undefined) is listed as 1, 5, -5, 9, 0.1, 4, -1, 0, -12
# COc1ccc(-c2cc(C(=O)OC3CCOC3=O)c3ccccc3n2)cc1OC (centres undefined) is listed as 0, 9, -4, 1, 1.3, -3, 7, -7, -6
# CCCN(CCC)CC(O)COc1ccc([N+](=O)[O-])cc1 (centres undefined) is listed as -2, -1, -2, -7, 0.1, -7, 0, 6, 3
